Screening results: PubChem, several laboratories
p97 ATPase inh: human p97 ATPase inhibition; P55072; recombinant p97 ATPase, Kinase-Glo ATP luminescence, 3 h; inhibition, % at 8 µM; actives 0.42% (n = 220,000); in the data active = inhibition above about 15%;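 note: 0% = DMSO vehicle and 100% = wells lacking enzyme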
Runt-CBFb FRET: blocks binding of human RUNX1 Runt domain to CBFb; inhibition, % at 20 µM; AID 1496; Cerulean-Runt/Venus-CBFb FRET ratio 530/480, 1 h; Q01196+Q13951; actives 0.46% (n = 220,000);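 active = inhibition over about 50% at 20 µM in the single-dose screen, limit read from the data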;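 note: 0% = DMSO wells and 100% = excess unlabeled CBFb competitor control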
Target sequence (Q01196 whole entry, looked up, the tested form may be a part): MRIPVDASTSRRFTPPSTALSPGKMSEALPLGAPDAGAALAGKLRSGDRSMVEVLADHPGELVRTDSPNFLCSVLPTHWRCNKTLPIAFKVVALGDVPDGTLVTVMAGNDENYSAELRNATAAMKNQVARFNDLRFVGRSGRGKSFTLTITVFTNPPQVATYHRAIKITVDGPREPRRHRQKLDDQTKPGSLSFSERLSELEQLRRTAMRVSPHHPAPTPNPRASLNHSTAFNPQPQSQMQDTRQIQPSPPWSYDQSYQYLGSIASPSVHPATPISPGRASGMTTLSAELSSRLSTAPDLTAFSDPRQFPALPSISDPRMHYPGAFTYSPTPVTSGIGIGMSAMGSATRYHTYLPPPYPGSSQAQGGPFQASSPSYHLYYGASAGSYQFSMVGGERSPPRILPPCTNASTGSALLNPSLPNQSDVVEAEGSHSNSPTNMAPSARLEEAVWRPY
Target sequence (Q13951 whole entry, looked up, the tested form may be a part): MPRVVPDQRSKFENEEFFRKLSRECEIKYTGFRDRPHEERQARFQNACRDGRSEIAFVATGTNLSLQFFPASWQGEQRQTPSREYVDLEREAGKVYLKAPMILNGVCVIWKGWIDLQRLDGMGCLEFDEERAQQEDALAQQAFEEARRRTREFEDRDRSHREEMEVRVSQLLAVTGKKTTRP
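test system = Cerulean-Runt domain fusion protein, energy donor | probe or stimulus = Venus-CBFb binding partner, 100 nM | incubation = two 1 h room-temperature incubations shielded from light | detection = fluorescence energy transfer, 422 nm excitation, 530/480 nm emission | measure = loss of energy transfer signal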
Runt-SMMHC FRET: inhibitors of human RUNX1 Runt domain binding to CBFb-SMMHC; inhibition, % at 20 µM; Cerulean-Runt/Venus-CBFb-SMMHC FRET ratio 530/480, 1 h; actives 0.74% (n = 220,000);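 active = mean inhibition across duplicate retests at 20 µM reaching about 50%, limit read from the data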;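 note: 0% = DMSO wells and 100% = wells with excess untagged CBFb-SMMHC; inhibitors lower the FRET ratio by blocking Runt binding to CBFb-SMMHC; some results filed as inactive read as strong as hits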
m-calpain inh: inhibitors of pig calpain II | purified calpain II, fluorogenic peptide substrate, 30 min | inhibition, % at 16 µM | actives 0.37% (n = 220,000) | AID 1236;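 active = inhibition above about 50%, limit read from the data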
RBBP9 inh: human RBBP9 hydrolase inhibition; O75884; AID 1515; recombinant RBBP9, FP-Rh probe fluorescence polarization; inhibition, % at 7.94 µM; actives 0.2% (n = 220,000);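 active = inhibition above the campaign mean of all tested compounds plus 3 SD, cut at about 14% in these data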;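 note: plate controls were DMSO wells with RBBP9 for no effect and wells lacking RBBP9 protein for full effect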
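System: RBBP9 protein / Quantity: 2.5 µM RBBP9 dispensing solution, before mixing / Also added: Serine-hydrolase probe FP-Rh, 375 nM pre-mixing / Dosing: 7.94 µM single dose, 0.794% DMSO / Timing: enzyme-compound preincubation 30 min, then probe labeling 45 min, 25 °C / Signal: FP readout at 525/598 nm / Controls: DMSO-treated enzyme wells and wells lacking RBBP9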
TbHK1 inh: T. brucei hexokinase 1 inhibition; actives 0.11% (n = 220,000); recombinant TbHK1, G6PDH-coupled NADH A340; inhibition, % at 10 µM;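 active = inhibition of 50% or more in the single-dose primary screen; inactive = inhibition below 50%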
EBV gp42 block: EBV gp42 inhibition. Fluorescence polarization binding assay, mP read-out. actives 0.42% (n = 220,000). inhibition, % (tested at 21.74 µM); in the data active = inhibition above about 50%
Target sequence (Q1HVG2 whole entry, looked up): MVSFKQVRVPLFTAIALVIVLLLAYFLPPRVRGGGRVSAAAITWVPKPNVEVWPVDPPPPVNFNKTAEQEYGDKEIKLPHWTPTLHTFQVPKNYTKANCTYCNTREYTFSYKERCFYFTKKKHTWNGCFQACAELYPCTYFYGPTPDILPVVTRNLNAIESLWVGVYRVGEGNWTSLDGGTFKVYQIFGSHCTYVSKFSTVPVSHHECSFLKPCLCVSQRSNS
Furin inhibitor: inhibitors of human furin; inhibition, % at 30 µM; P09958; AID 463115; purified furin, fluorogenic substrate cleavage; actives 0.061% (n = 220,000); in the data active = inhibition above about 25%; note: inactives centre near -15
NCF1 inh: p47phox (human) inhibition; inhibition, % at 24.7 µM; p47phox/p22phox peptide binding, fluorescence polarization, 2 h; actives 0.53% (n = 220,000); AID 1274;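 active = inhibition above about 30%, limit read from the data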;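 note: 0% = p47phox with labelled peptide and 100% = labelled peptide alone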
Starred values were filed as active, the others as inactive; i = inactive; · = no result given; [ ] = another dose, or the depositor's remark.

p97 ATPase inh,Runt-CBFb FRET,Runt-SMMHC FRET,m-calpain inh,RBBP9 inh,TbHK1 inh,EBV gp42 block,Furin inhibitor,NCF1 inh,SMILES
-2.0,-1.7,4.1,-7.4,-5.7,-11.6,0.1,-22.2,-12.7,COc1ccc(NC(=S)N2CCc3ccccc3C2)cc1
-0.9,-4.6,-2.1,13.3,-4.1,4.1,-16.1,-22.6[20 µM],-7.4,COc1cc(CNC(=O)c2ccc(Cn3nc(C)c(Cl)c3C)o2)cc(OC)c1
4.1,-0.9,4.3,5.2,6.9,-1.7,-6.3,-34.4,-9.8,O=C(Cn1cnc2c(nnn2-c2cccc(Cl)c2)c1=O)NCc1ccccc1
1.7,-0.9,1.7,-6.8,-2.3,-46.9,4.3,-8.3,-13.7,CN(C)CCCN(C(=O)/C=C/c1cccs1)c1nc2c(F)cccc2s1
4.7,0.6,-2.0,4.1,-2.8,-2.5,-10.1,-17.1,-8.1,COC(=O)c1oc2ccc(Br)cc2c1NC(C)=O
-7.4,20.8,21.0,29.7,-3.9,-18.4,5.5,-8.7,-5.2,Cc1cccc(N(Cc2cc3ccc(C)cc3[nH]c2=O)C(=O)c2ccco2)c1
1.6,-0.1,-0.5,-24.4,0.3,-5.4,-3.1,-25.7[20 µM],-2.3,O=C(O)c1ccccc1C(=O)NNc1ccc(Cl)cc1
-1.9,-0.9,2.0,25.9,-2.1,1.4,13.2,-15.9[20 µM],-4.8,Cc1ccc(NC(=O)CC(O)(C(F)(F)F)C(F)(F)F)cc1
7.0,0.2,-0.7,-15.2,-4.7,-1.0,-7.4,4.7[20 µM],-7.3,Cc1ccccc1C(=O)Nc1cccc(C#N)c1
3.4,3.5,-7.4,-13.8,-1.8,-23.1,-6.1,-0.2,-10.1,CC(C)C(=O)NC(=O)COC(=O)/C=C/c1cccs1
0.6,1.6,1.6,-51.4,-3.9,1.9,10.1,-17.5,2.1,CCN(CCn1cccn1)C(=O)CC1C(=O)NCCN1CC1CCCCC1 (stereo not drawn)
0.1,-1.6,-1.1,12.3,0.0,3.8,1.1,-13.6[20 µM],-3.6,CCOC(=O)C1=C(N)N2C(=O)C(C)SC2=C(C(=O)OC)C1c1ccccc1OC (stereo not drawn)
4.1,-0.7,-11.6,16.4,8.6,0.2,-12.0,-8.7,1.5,COC(=O)c1c[nH]n2c(=O)cc(C)nc12
-4.9,2.1,-0.9,9.9,-9.9,-19.2,-22.5,-1.0[20 µM],-13.6,COc1ccc(C2=CC(=O)OC3(CCCC3)O2)cc1
4.2,-5.4,-5.5,-124.6,-6.0,-33.4,-8.1,-60.2,4.7,Cc1ccc2nc(-c3ccc(NC(=O)CNC4CC4)cc3)sc2c1
-1.0,-0.9,2.7,1.8,2.1,6.5,-18.4,-24.1,-3.0,CN1CCc2ccccc2C1C1CCNCC1 (stereo not drawn)
2.0,-0.2,-0.2,-8.5,-9.6,-1.5,-7.1,-23.7[20 µM],-11.7,Cc1ccc2c(C(=O)CN3CCC4(CC3)OCCO4)c(C)[nH]c2c1
5.1,-0.7,-0.1,14.0,2.1,-19.8,-5.6,-3.1,3.5,O=c1[nH]n2cc(-n3cc([N+](=O)[O-])cn3)cnc2c1Br
3.2,-5.2,3.7,-2.8,-3.0,13.6,-19.3,-9.4,0.3,COc1ccc2nc3oc(C(=O)N4CCN(c5cccc(Cl)c5)CC4)cc3cc2c1
3.2,3.1,-0.7,-7.1,-1.6,-0.2,-14.8,-9.6,0.1,COc1ccc(OCC(=O)NNC(=O)CCc2ccccc2)cc1
10.4,-8.0,-9.3,-63.6,-13.1,-7.7,0.4,-8.9,-59.4,COc1ccc(/C=C2\SC(=S)NC2=O)cc1OS(=O)(=O)c1ccc(NC(C)=O)cc1
3.0,-1.8,-1.0,-11.2,-0.9,-12.0,-8.9,3.0[20 µM],-14.8,Cc1ccc(C(=O)N/C(=C\c2ccc([N+](=O)[O-])cc2)C(=O)NCCc2ccccc2)cc1
-3.6,0.5,-8.0,21.9,-7.6,-5.6,2.8,-26.8,0.4,O=C(NCCN1C(=O)C2C3C=CC(C3)C2C1=O)Nc1ccc(Br)cc1 (stereo not drawn)
4.5,1.6,-0.6,-20.1,-1.5,33.7,-21.6,-11.7,-16.8,CCN(CC)S(=O)(=O)c1ccc(Cl)c(NC(=O)CSc2nnc(-c3cccs3)o2)c1
-5.2,1.7,1.2,-11.7,-4.0,-20.1,-3.6,-14.3,-0.9,COC(=O)/C(=C\c1cc(OC)c(OC)c(OC)c1)c1nc2ccccc2[nH]1

Part of the list above with just TbHK1 inh.
mol,TbHK1 inh
CC(C)C(=O)NC(=O)COC(=O)/C=C/c1cccs1,-23.1
CCN(CCn1cccn1)C(=O)CC1C(=O)NCCN1CC1CCCCC1 (stereo not drawn),1.9

More compounds.
p97 ATPase inh,Runt-CBFb FRET,Runt-SMMHC FRET,m-calpain inh,RBBP9 inh,TbHK1 inh,EBV gp42 block,Furin inhibitor,NCF1 inh,SMILES
5.2,2.0,1.0,-19.6,-4.8,-31.8,1.5,-15.3,-13.8,COc1ccc(C2/C(=C(/O)c3ccccc3)C(=O)C(=O)N2CCO)cc1 (stereo not drawn)
2.4,-1.7,-2.9,7.8,-5.7,-3.8,-8.1,-7.1,-5.1,O=C(NCc1ccccn1)[C@H]1C[C@@H]1[C@H](NP(=O)(c1ccccc1)c1ccccc1)c1ccccc1
1.3,·,·,·,-1.5,3.8,·,-32.5[20 µM],·,Clc1ccc(-n2nnnc2Sc2ncnc3sccc23)cc1
-5.5,0.7,3.1,-302.6,-6.8,-15.0,-4.8,-16.7[20 µM],-5.9,Cc1ccc(CNc2cnccn2)cc1
2.0,-1.4,1.5,22.3,-3.4,-6.4,-4.5,-9.0,1.9,O=C(CSCc1ccccc1F)NCc1ccc(F)cc1
-3.0,-0.3,3.9,-8.1,-0.8,-4.9,-19.6,-24.8[20 µM],-18.0,CCCN(CCC)S(=O)(=O)c1ccc(NS(C)(=O)=O)cc1
3.7,-1.6,-3.7,-16.1,-10.1,-0.7,-8.8,-10.3,-11.0,C#CCNC(=O)C1=C[C@H](c2csc3ccccc23)C[C@H](OCCCCO)O1
2.5,-1.7,3.5,-45.5,-6.7,1.9,3.8,-17.0,-7.0,Cc1cc(C)c(S(=O)(=O)NCc2cn3c(C)csc3n2)c(C)c1
-2.9,-1.4,0.9,32.1,-4.5,37.5,-23.9,-8.0[20 µM],-2.6,CC(C)Oc1ccc(C(CC(=O)NCc2ccco2)c2ccccc2)cc1 (stereo not drawn)
-0.6,-2.1,0.9,-24.2,-8.2,-4.7,-2.6,-22.2,-14.7,CCN1C(=O)N/C(=C/c2cc(C)n(Cc3ccccc3)c2C)C1=O
1.9,1.3,0.0,29.0,-10.4,-0.6,-13.3,-33.2,4.2,CC1(C)CC(=O)C(CCCN2C(=O)c3ccccc3C2=O)C(=O)C1
1.1,0.1,-1.0,6.5,-4.4,34.0,-20.3,-8.8,-3.8,O=C(NCc1cccnc1)C1CC(=O)N(c2ccc(F)cc2)C1 (stereo not drawn)
4.4,0.7,-5.6,-8.0,4.3,-7.9,-6.4,-18.2,3.9,O=C(CSc1nnc(-c2ccccc2)c2ccccc12)NCC1CCCO1 (stereo not drawn)
-5.2,1.3,-13.0,-4.5,-8.3,-2.3,-91.3,-2.9,-21.3,O=C(N/N=C/c1cc(Cl)ccc1O)c1ccc(Br)cc1
0.9,-1.2,4.1,-5.6,-6.2,1.2,-0.2,-14.5,-8.2,CC(=O)Nc1ccc(S(=O)(=O)N2CCN(Cc3cccs3)CC2)cc1
8.7,-1.2,-3.9,0.6,-10.8,1.7,0.9,-18.8,-8.3,Cn1c(=O)oc2cc(S(=O)(=O)N3CCN(c4ccccn4)CC3)ccc21
6.4,0.4,-0.6,6.8,-7.6,-4.3,-8.2,-24.8,-9.7,CC(=O)NC(C)c1nc2ccccc2n1C(C)C (stereo not drawn)
4.2,2.3,2.7,-9.0,-4.7,-13.3,-18.2,-10.6[20 µM],0.0,C=CCc1cccc2cc(C(=O)O)c(=O)oc12
3.9,6.4,-3.8,-17.2,-5.0,0.8,-5.1,-24.0,-13.5,CCC(CC)c1nnc(NC(=O)/C=C/c2ccco2)s1
2.9,-1.1,-0.4,i,-3.5,-18.1,4.0,-13.5[20 µM],-15.1,COc1ccc(CCNc2oc(-c3ccccc3OC)nc2C#N)cc1
9.9,1.4,1.3,-5.8,-0.9,2.5,2.0,-8.4,-6.1,Cc1ccc(-n2nc(C)c3onc(C)c3c2=O)cc1
7.5,3.6,1.8,-14.8,6.4,-22.4,-12.4,-11.1,-16.5,Cc1cccc(C)c1NC(=O)CSCC(=O)c1ccc(O)c(O)c1
4.5,-0.4,-1.3,-163.1,-2.9,-28.2,-1.9,-20.2[20 µM],-5.7,O=C(N=Nc1c(O)[nH]c2ccc(Br)cc12)c1ccccc1-n1cccc1
·,1.9,-1.9,17.1,·,-9.6,-20.4,-7.9,-1.5,CCCNc1nc(C)cc(-c2cc(C(=O)NCc3ccccc3)on2)n1
-4.4,0.8,3.9,-27.9,-5.8,-0.5,5.7,-23.6,-5.6,COCCNC(=O)NC1(C(F)(F)F)Oc2ccc(Cl)cc2O1 (stereo not drawn)

Taken from above:
In p97 ATPase inh, CC(=O)Nc1ccc(S(=O)(=O)N2CCN(Cc3cccs3)CC2)cc1 has the entry 0.9
In EBV gp42 block, CC(=O)NC(C)c1nc2ccccc2n1C(C)C (stereo not drawn) has the entry -8.2

Continuation:
p97 ATPase inh,Runt-CBFb FRET,Runt-SMMHC FRET,m-calpain inh,RBBP9 inh,TbHK1 inh,EBV gp42 block,Furin inhibitor,NCF1 inh,SMILES
2.4,-12.4,0.3,-18.8,0.5,-4.8,6.7,-13.9[20 µM],-1.7,Cc1c(C(=O)NCCC2=CCCCC2)oc2ccc(S(=O)(=O)N3CCC4(CC3)OCCO4)cc12
4.1,1.0,3.6,-10.5,-11.1,-0.2,-30.3,-13.6,-14.3,CC1(C)CC(=O)C(C=NCCCN2CCOCC2)=C(O)C1
-16.5,-1.0,-2.6,3.7,-4.4,-13.8,-8.1,-19.0[20 µM],-7.8,O=C(Nc1nc2ccccc2[nH]1)c1ccccc1
-7.0,-4.5,-4.8,0.6,-8.7,-7.1,-6.9,-15.7[20 µM],2.8,COc1ccccc1NC(=O)CN(Cc1ccccc1)S(C)(=O)=O
-4.7,-1.6,6.6,26.9,2.5,0.7,2.1,-10.5[20 µM],11.2,COc1ccc(S(=O)(=O)N2CCCC(C(=O)Nc3ccc4c(c3)OCCO4)C2)cc1 (stereo not drawn)
